High-throughput results deposited in PubChem BioAssay by Sanford-Burnham Center for Chemical Genomics.
CCR6 antag: CCR6 receptor antagonists, primary screen, cell-based, CHO-K1, luminescence, beta-arrestin, uHTS; inhibition, % at 20 µM; C-C chemokine receptor type 6 (Homo sapiens), P51684; AID 493098, 2011; CHO-K1 CCR6 PathHunter beta-arrestin, CCL20-stimulated; actives 0.49% (n = 340,000);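 active means compounds whose inhibition of the agonist-driven luminescence signal at 20 µM reaches about 50%, limit read from the data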;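 further: cells stimulated with CCL20 at 14 nM final; plate controls were DMSO with CCL20 for no effect and DMSO without agonist for full effect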
Target sequence (P51684 whole entry, looked up): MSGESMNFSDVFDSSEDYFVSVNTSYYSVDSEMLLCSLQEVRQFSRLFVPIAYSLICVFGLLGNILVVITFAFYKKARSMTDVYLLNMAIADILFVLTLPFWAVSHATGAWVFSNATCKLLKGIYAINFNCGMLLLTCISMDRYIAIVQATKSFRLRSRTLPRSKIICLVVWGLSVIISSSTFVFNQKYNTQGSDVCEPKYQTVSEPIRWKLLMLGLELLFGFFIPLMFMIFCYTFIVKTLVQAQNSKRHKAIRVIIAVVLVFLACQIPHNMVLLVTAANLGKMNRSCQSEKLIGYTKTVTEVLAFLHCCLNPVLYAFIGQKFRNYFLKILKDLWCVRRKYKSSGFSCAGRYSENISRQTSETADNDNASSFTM
APJ ag: agonists of human apelin receptor APJ, primary screen, CHO-K1 cells, PathHunter beta-arrestin, luminescence; activation, % at 20 µM; AID 2520, 2010; 0% DMSO wells, 100% apelin; actives 0.11% (n = 330,000); P35414;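 active means activation more than six SD over the plate average, tested at 20 µM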;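 further: 0% = DMSO alone and 100% = apelin-13 at 10 nM; some results filed as inactive read as strong as hits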
Target sequence (P35414 whole entry, looked up): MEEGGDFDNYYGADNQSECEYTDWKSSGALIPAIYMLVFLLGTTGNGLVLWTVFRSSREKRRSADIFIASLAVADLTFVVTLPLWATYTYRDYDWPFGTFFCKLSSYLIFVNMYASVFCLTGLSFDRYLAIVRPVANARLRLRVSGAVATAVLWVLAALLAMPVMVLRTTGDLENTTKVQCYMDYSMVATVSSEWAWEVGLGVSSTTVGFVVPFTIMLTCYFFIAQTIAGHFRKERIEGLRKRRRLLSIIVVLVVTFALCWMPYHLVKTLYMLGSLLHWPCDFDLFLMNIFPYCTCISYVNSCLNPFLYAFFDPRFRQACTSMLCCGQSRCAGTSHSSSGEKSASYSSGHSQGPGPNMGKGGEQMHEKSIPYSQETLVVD
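Material: engineered CHO-K1 APJ arrestin reporter cells; amount: 1000 CHO-K1 reporter cells seeded per well; incubation: compound stimulation 90 min at 25 °C, detection 60 min; signal: luminescent beta-gal fragment complementation, chemiluminescent substrate; read-out basis: APJ agonist activity; controls: DMSO-only wells as negative, 10 nM Apelin-13 as positive control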
UBC13 polyUb: UBC13 polyubiquitin chain formation inhibitors, primary screen, biochemical, TR-FRET, uHTS; actives 0.47% (n = 330,000); inhibition, % at 20 µM; Ubiquitin-conjugating enzyme E2 N (Homo sapiens), P61088; in the data active means inhibition above about 45%, passing the limit was not always enough
Target sequence (P61088 whole entry, looked up): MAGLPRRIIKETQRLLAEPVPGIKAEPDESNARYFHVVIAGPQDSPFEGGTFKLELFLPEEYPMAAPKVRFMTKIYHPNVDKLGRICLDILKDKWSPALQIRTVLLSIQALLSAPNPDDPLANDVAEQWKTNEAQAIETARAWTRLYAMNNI
EBI2 antag: EBI2 receptor antagonists, beta-arrestin recruitment, primary screen, cell-based, luminescence, 7a,25-OHC stimulation, uHTS | 7a,25-OHC stimulated | inhibition, % at 5 µM | actives 0.81% (n = 360,000) | AID 651636, 2012; in the data active means inhibition above about 38%;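 further: enzyme fragment complementation signal reports receptor beta-arrestin coupling in cells; 0% = agonist plus DMSO wells and 100% = wells without agonist; some results beyond the cut were filed as inactive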
CXCR6 inh: CXCR6 receptor inhibitors, primary screen, cell-based, beta-arrestin, luminescence, CHO-K1 PathHunter, 1536-well. actives 0.36% (n = 360,000). inhibition, % at 20 µM; in the data active means inhibition above about 34%, passing the limit was not always enough;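 further: antagonist mode with CXCL16 agonist at 10 nM final; 0% = 10 nM CXCL16 with DMSO and 100% = unstimulated wells without agonist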
ATG4B inhibitor: ATG4B protease inhibitors, primary screen, biochemical, fluorescence, uHTS. ATG4B cleavage of LC3-PLA2, NBD-HPC fluorescence, 1 h. inhibition, % at 8.33 µM. actives 0.51% (n = 340,000). AID 504462, 2011; in the data active means inhibition above about 40%
Gli-Sufu block: Gli-Sufu pathway antagonists, primary screen, luciferase luminescence, Sufu-KO-LIGHT cells, uHTS; AID 588413, 2011; inhibition, % at 5 µM; Sufu-KO-LIGHT fibroblasts, Gli luciferase reporter luminescence; actives 0.74% (n = 340,000);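 active means inhibition above about 55%, limit read from the data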;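 further: 0% = DMSO-treated cells and 100% = wells with medium but no cells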
APJ antagonist: antagonists of human apelin receptor APJ, primary screen, CHO-K1 cells, beta-arrestin complementation, luminescence. P35414. inhibition, % at 20 µM. actives 0.32% (n = 330,000). AID 2521, 2010;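 active means inhibition above about 40% at 20 µM, limit read from the data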;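 further: cells challenged with 10 nM apelin-13 agonist together with compound; plate controls were apelin-13 plus DMSO wells for no effect and DMSO wells lacking apelin-13 for full effect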
The depositor's hits bear a star; / = no result given. The order is random; 3% or so of the library scored in one or more.

The opening 7 entries, to show the layout:
cpd	Structure	CCR6 antag	APJ ag	UBC13 polyUb	EBI2 antag	CXCR6 inh	ATG4B inhibitor	Gli-Sufu block	APJ antagonist
1	Cc1ccc(-c2nnc(N3CCN(c4ccccn4)CC3)c3ccccc23)cc1	26	-4	4	5	17	25	18	11
2	c1ccc(-n2c(SCc3ccncc3)nnc2-c2ccco2)cc1	1	-1	6	1	8	0	8	18
3	CC(=O)Nc1ccc(S(=O)(=O)N(CCCN2CCOCC2)Cc2cccs2)cc1	-2	-3	-2	-1	-7	-4	-3	-9
4	CCOC(=O)c1cnc2ccc(Cl)cc2c1NCCN(C)C	16	-1	-6	4	2	-7	-2	-2
5	O=C(CC1SC(=O)N(c2ccccc2)C1=O)Nc1ccccc1 (centres undefined)	24	-7	12	-1	12	9	-36	23
6	COc1cccc(/C=C/c2onc(C)c2S(=O)(=O)N2CCC(C(=O)NC3CCCCCC3)CC2)c1	12	4	-24	23	12	8	1	9
7	CC(=O)N1CCN(S(=O)(=O)c2cccc(C(=O)NNC(=O)COc3ccc(Cl)cc3C)c2)CC1	9	-1	9	5	-11	-8	17	8

The listing, from the start:
cpd	Structure	CCR6 antag	APJ ag	UBC13 polyUb	EBI2 antag	CXCR6 inh	ATG4B inhibitor	Gli-Sufu block	APJ antagonist
1	Cc1ccc(-c2nnc(N3CCN(c4ccccn4)CC3)c3ccccc23)cc1	26	-4	4	5	17	25	18	11
2	c1ccc(-n2c(SCc3ccncc3)nnc2-c2ccco2)cc1	1	-1	6	1	8	0	8	18
3	CC(=O)Nc1ccc(S(=O)(=O)N(CCCN2CCOCC2)Cc2cccs2)cc1	-2	-3	-2	-1	-7	-4	-3	-9
4	CCOC(=O)c1cnc2ccc(Cl)cc2c1NCCN(C)C	16	-1	-6	4	2	-7	-2	-2
5	O=C(CC1SC(=O)N(c2ccccc2)C1=O)Nc1ccccc1 (centres undefined)	24	-7	12	-1	12	9	-36	23
6	COc1cccc(/C=C/c2onc(C)c2S(=O)(=O)N2CCC(C(=O)NC3CCCCCC3)CC2)c1	12	4	-24	23	12	8	1	9
7	CC(=O)N1CCN(S(=O)(=O)c2cccc(C(=O)NNC(=O)COc3ccc(Cl)cc3C)c2)CC1	9	-1	9	5	-11	-8	17	8
8	O=C1CC(c2ccccc2)CC(=O)N1c1ccccc1	3	6	3	-13	-5	7	-1	5
9	CCC1CCCCN1C(=O)CSc1nc2ccsc2c(=O)n1Cc1ccccc1 (centres undefined)	35	-4	16	-14	26	16	7	13
10	COc1ccccc1/C=N/OC(=O)c1ccc(C)cc1	4	1	3	11	-3	-3	-1	2
11	C1CC(CN2CCOCC2)CN(c2nc3nonc3nc2N2CCSCC2)C1 (centres undefined)	-11	-6	-18	7	5	25	21	-35
12	Cn1nccc1C(=O)Nc1ccc2c(c1)OCO2	1	9	2	-4	-9	4	-33	3

Continuation:
cpd	Structure	CCR6 antag	APJ ag	UBC13 polyUb	EBI2 antag	CXCR6 inh	ATG4B inhibitor	Gli-Sufu block	APJ antagonist
13	CCOC(=O)Nc1nnc(-c2ccc(OC)cc2)s1	6	-1	3	6	-2	-20	-28	20
14	COc1cc(-c2[nH]ncc2CN2CCN(c3cccc(C)n3)CC2)cc(OC)c1OC	-3	0	21	-2	-13	-6	5	14
15	CCOc1ccccc1N1CCN(C(=O)c2ccccc2SCC(=O)N2CCCC2)CC1	3	-7	3	13	-3	-2	5	13
16	CCOC(=O)C1C(C#N)=C(N)OC(C)=C1c1ccncc1 (centres undefined)	7	-1	-4	-3	-7	4	1	3
17	Cc1ccc(SCC(=O)Nc2ccc(-c3nnc(-c4ccco4)o3)cc2)cc1	-6	-1	10	11	6	-2	1	-6
18	CC(C)c1ccc2c(c1)C1Cc3ccccc3C1N2 (centres undefined)	25	-2	-11	21	-3	13	23	4
19	O=C(Cn1cc(COc2cc(F)cc(F)c2)nn1)c1ccc(O)cc1	-12	/	/	-2	3	-8	1	/
20	C=C1C(C(=O)Nc2ccccc2)C1C(=O)Nc1ccccc1 (centres undefined)	9	2	8	-5	0	-4	2	-10
21	COc1ccc(CCNC(=O)CC(NC(=O)c2ccccc2Cl)c2ccccc2)cc1 (centres undefined)	3	-4	12	-2	-6	2	27	16
22	CC(OC(=O)CCC(=O)c1ccc(F)cc1)C(=O)NC1CCCCC1C (centres undefined)	15	1	-4	-3	10	-2	-6	24
23	COc1ccc(S(=O)(=O)NCC2CCCN(C(=O)CSC)C2)cc1 (centres undefined)	0	-3	4	-2	16	3	1	12
24	CC(C)(Oc1ccc(C2CC2(Cl)Cl)cc1)C(=O)O (centres undefined)	6	-1	12	-2	-2	3	24	7

Values by screen from above:
Compounds 17–24 in Gli-Sufu block, in turn: 1, 23, 1, 2, 27, -6, 1, 24
Compounds 17–24 in CXCR6 inh, in turn: 6, -3, 3, 0, -6, 10, 16, -2
Compounds 17–24 in CCR6 antag, in turn: -6, 25, -12, 9, 3, 15, 0, 6

New compounds follow.
cpd	Structure	CCR6 antag	APJ ag	UBC13 polyUb	EBI2 antag	CXCR6 inh	ATG4B inhibitor	Gli-Sufu block	APJ antagonist
25	O=C(N/N=C/c1ccc(O)c(Br)c1)c1cc2c(ccc3ccccc32)o1	8	9	-2	-3	9	-11	17	-20
26	CCC(C)(C)C1CCC(NC(=O)c2ccc(S(=O)(=O)N3CCOCC3)cc2)CC1 (centres undefined)	13	-4	9	6	6	-2	12	9
27	COc1ccc(CN(CC(O)COc2cccc3[nH]cc(C)c23)C(C)(C)C)cc1 (centres undefined)	1	-3	3	-3	2	-10	9	3
28	O=C(NCCS(=O)(=O)N1CCN(c2ccc(F)cc2)CC1)c1ccc(Br)o1	12	3	-10	2	2	1	-2	12
29	COc1ccc(N2CCN(C(=O)c3oc4ccccc4c3NC(=O)Cc3ccc(OC)c(OC)c3)CC2)cc1	14	-7	2	16	1	-11	3	2
30	COC(=O)c1ccc(NC(=O)CCS(=O)(=O)c2ccc(Br)cc2)cc1	-2	0	-6	10	-4	-2	-7	8
31	O=C(Nc1cnn(Cc2ccc(F)cc2)c1)c1cc(-c2ccco2)on1	5	-2	7	15	-3	1	0	-17
32	O=C(OCC(=O)N1CCc2ccccc2C1)c1ccc(N2CCOCC2)c([N+](=O)[O-])c1	8	0	-16	0	-7	-1	0	14
33	CCC(CC)C(=O)N1CCCC(c2nc(-c3cccs3)no2)C1 (centres undefined)	2	-5	1	7	2	-7	-18	7
34	COc1ccc(NC(=O)C2CCCN(c3ncnc4onc(-c5ccc(F)cc5)c34)C2)cc1 (centres undefined)	30	-7	7	9	0	-16	12	3
35	COc1ccccc1NS(=O)(=O)c1cc(NC(=O)CN2C(=O)NC3(CCCC3)C2=O)ccc1C	11	-2	-1	5	1	2	0	4
36	COC(=O)c1cc(CN2CCN(c3ccccc3)CC2)ccc1O	-1	-4	7	5	-1	0	-2	11

More structures follow:
cpd	Structure	CCR6 antag	APJ ag	UBC13 polyUb	EBI2 antag	CXCR6 inh	ATG4B inhibitor	Gli-Sufu block	APJ antagonist
37	COc1ccc2oc(=O)c(C(=O)N3CCCc4ccccc43)cc2c1	12	-3	1	4	1	-11	2	20
38	O=C(N/N=C1\C/C(=N\NC(=O)c2ccncc2)c2ccccc21)c1ccncc1	56*	5	-98	-3	30	-12	5	-18
39	CCN(CC)S(=O)(=O)c1ccc(N2CCOCC2)c(NC(=O)COc2ccccc2)c1	6	-3	-7	-2	-9	26	5	2
40	COCCNC(=O)C1CC(c2ccccc2C(F)(F)F)=NO1 (centres undefined)	-10	-7	-6	-5	1	1	0	3
41	CCOc1ccccc1NC(=O)N1CCCC1C(=O)Nc1ccc(-n2cnnn2)c(C)c1 (centres undefined)	14	1	-12	-11	5	-11	-1	0
42	Cc1ccc(NC(=O)C(=O)NN)cc1	-7	-3	3	0	-4	-6	0	4
43	CC#CC(=O)N1CCC(CCC(=O)N(C)Cc2ccccc2)CC1	-3	-1	-4	7	4	2	-1	10
44	O=C(OCC(=O)N1CCc2ccccc21)c1c2c(nc3ccccc13)CCCCC2	7	1	5	-33	16	25	2	2
45	Cc1nc(N2CCN(C(=O)c3cnccn3)CC2)c2c3c(sc2n1)CC(C(C)(C)C)CC3 (centres undefined)	3	1	-2	32	-2	0	51	-16
46	O=C1CS/C(=N/N=C/c2ccncc2)N1	6	2	-6	-13	0	-1	1	-18
47	O=C(CSc1nc(-c2ccc(F)cc2)cc(C(F)(F)F)n1)NCc1cccs1	9	/	/	4	3	-7	4	/
48	COc1ccc(N2CCN(Cc3nc4ccccc4c(=O)[nH]3)CC2)cc1	-2	-4	12	-1	-2	-2	18	16

(continued)
cpd	Structure	CCR6 antag	APJ ag	UBC13 polyUb	EBI2 antag	CXCR6 inh	ATG4B inhibitor	Gli-Sufu block	APJ antagonist
49	COc1ccccc1OCc1nnc(SCCN2CCOCC2)o1	1	-2	6	0	-5	-7	-5	6
50	CC(C)(C)c1ccc(C(=O)NCCC(=O)NCc2cccs2)cc1	13	-5	-2	20	2	3	-25	2
51	CCOCC(=O)N1CCN(c2ccccc2OC)CC1	-10	0	4	-5	2	-7	-4	1
52	Cc1c(Cl)cccc1NC(=S)NCCc1ccc(F)cc1	18	-2	4	7	4	71*	-19	4
53	CSc1ccc(-c2nnn(Cc3ccc(C)cc3)n2)cc1	14	-3	6	16	-4	-5	0	7
54	O=c1oc(Cc2ccccc2)nc2ccccc12	8	-1	3	0	-17	-5	10	-8
55	COc1ccc(/C=N/NC(=O)c2cccnc2)cc1CSc1nc2ccccc2s1	2	-1	-1	3	-5	-1	2	-5
56	COc1cc(NC(=O)CSc2ccc(-c3ccccn3)nn2)cc(OC)c1	-4	3	-15	15	12	-12	21	-12
57	COC(=O)c1ccc(OC)cc1OCC(=O)N1CCN(c2ccc(F)cc2)CC1	-8	1	2	6	0	-12	4	12
58	C=CCN1C(=O)c2ccc(C(=O)N(C)CC(=O)Nc3ccccc3C(F)(F)F)cc2C1=O	1	-7	-4	1	7	-8	-12	21
59	COc1cc(CC(=O)Oc2ccc3c(c2)OCO3)cc(OC)c1OC	10	3	-4	-5	6	-4	-1	2
60	CCN(c1ccccc1)S(=O)(=O)c1ccc2[nH]c(=O)c(=O)[nH]c2c1	2	0	0	-9	7	-6	-9	9

Just CCR6 antag and CXCR6 inh, for some of the entries so far:
| nr | structure | CCR6 antag | CXCR6 inh |
| --- | --- | --- | --- |
| 55 | COc1ccc(/C=N/NC(=O)c2cccnc2)cc1CSc1nc2ccccc2s1 | 2 | -5 |
| 54 | O=c1oc(Cc2ccccc2)nc2ccccc12 | 8 | -17 |
| 59 | COc1cc(CC(=O)Oc2ccc3c(c2)OCO3)cc(OC)c1OC | 10 | 6 |
| 60 | CCN(c1ccccc1)S(=O)(=O)c1ccc2[nH]c(=O)c(=O)[nH]c2c1 | 2 | 7 |
| 56 | COc1cc(NC(=O)CSc2ccc(-c3ccccn3)nn2)cc(OC)c1 | -4 | 12 |
| 52 | Cc1c(Cl)cccc1NC(=S)NCCc1ccc(F)cc1 | 18 | 4 |
| 58 | C=CCN1C(=O)c2ccc(C(=O)N(C)CC(=O)Nc3ccccc3C(F)(F)F)cc2C1=O | 1 | 7 |
